OPRM1-OPRD1 ag: agonists of human mu-delta opioid receptor heterodimerization; cells, OPRM1-OPRD1 heterodimerization, luminescence; activation, % at 9.3 µM; actives 0.3% (n = 340,000); AID 504326; in the data active = activation above about 18%;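 note: 0% = vehicle-treated cells and 100% = reference agonist; values of inactives mirror those of a sister screen read the other way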
OPRM1-OPRD1 inv: inverse agonist of human OPRM1-OPRD1 heterodimerization | inhibition, % at 9.3 µM | AID 504357 | P35372+P41143 | cell-based MOR-DOR heterodimer luminescence, inverse agonism | actives 0.21% (n = 340,000); in the data active = inhibition above about 22%, passing the limit was not always enough;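 note: 0% = cells with DMSO and 100% = wells without cells with DMSO; values of inactives mirror those of a sister screen read the other way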
PKA-R1A act: activates the PKA-R1A holoenzyme complex; activation, % at 11.4 µM; PKA-R1A dissociation, Cy5-IP20 fluorescence polarization; scaled: DMSO 0%, 113 µM cGMP 100%; actives 0.083% (n = 340,000); P00514+P68181;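 active = percent activation above the mean of all tested compounds plus 3 SD, cut at about 19% in these data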;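 note: higher means more PKAc released from R1A so a rise in polarization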
Pemphigus Ab inh: blocks pemphigus antibody binding to human desmoglein-3; actives 0.48% (n = 310,000); AID 588358; DSG3-coupled beads, scFv-anti-DSG3-GFP binding, flow cytometry; hits give low values; binding (percent of control), % at 10 µM;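 active = binding more than 3 SD below its plate's average and above zero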;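 note: hits lower antibody fragment binding to DSG3; some compounds called inactive have numbers as strong as hits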
Arr AP2 block: inhibitors of human beta-arrestin and AP2 interaction. FITC-arrestin peptide / GST-AP2 beads, flow cytometry; AP2 beta2 appendage carries R879A mutation. inhibition, % at 10 µM. actives 0.31% (n = 340,000). AID 504490;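 active = inhibition above a set limit, near 3 SD of compounds lacking own fluorescence, cut at about 54% in these data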;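 note: plate controls were DMSO wells for no effect and 5 µM unlabelled arrestin peptide for full effect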
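Material – AP2 appendage R879A on GSH beads · Buffer or medium – PBS with 0.05% Tween 20 and 0.1% BSA · Probe or stimulus – fluorescein-tagged arrestin peptide at 50 nM final · Incubation – compound with beads 12 min RT, then probe 1 h RT · Detection – high-throughput flow cytometry of beads, ex 488, em 535 nm · Evaluation – percent response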
PKA-R2B activ: activators of human PKA-R2B complex; activation, % at 11.4 µM; PKA-R2B holoenzyme dissociation, Cy5-IP20 fluorescence polarization; R2B truncated from residue 108, S112A mutant; 0% DMSO only, 100% 113 µM cGMP; P22694+P31323; actives 0.079% (n = 340,000); AID 504700;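 active = activation above a cutoff set at the mean over all compounds plus 3 SD, cut at about 18% in these data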;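 note: higher means more holoenzyme dissociation and a rise in polarization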
V-ATPase pH: yeast V-ATPase proton transport regulation by pHLuorin; S. cerevisiae, pHLuorin cytosolic pH fluorescence; response, % at 10 µM; AID 504577; actives 0.37% (n = 350,000); in the data active = response mostly above about 7.3%, no sharp cut-off; inactive = mostly below about 5.4%; note: actives read high; inactives centre near 0; some compounds called inactive have numbers as strong as hits; reference of the scale not given here
HTR5A ag ctr: activates human HTR5A in OPRM1-OPRD1 agonist counter-screen; P47898; HTR5A agonist assay, luminescence, cell-based; activation, % at 9.3 µM; actives 0.61% (n = 340,000); AID 504692; in the data active = activation mostly above about 9.5%, no sharp cut-off; inactive = mostly below about 7.6%;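 note: 0% = cells with vehicle only and 100% = reference agonist; strong numbers were not always called active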
Target sequence (P47898 whole entry, looked up): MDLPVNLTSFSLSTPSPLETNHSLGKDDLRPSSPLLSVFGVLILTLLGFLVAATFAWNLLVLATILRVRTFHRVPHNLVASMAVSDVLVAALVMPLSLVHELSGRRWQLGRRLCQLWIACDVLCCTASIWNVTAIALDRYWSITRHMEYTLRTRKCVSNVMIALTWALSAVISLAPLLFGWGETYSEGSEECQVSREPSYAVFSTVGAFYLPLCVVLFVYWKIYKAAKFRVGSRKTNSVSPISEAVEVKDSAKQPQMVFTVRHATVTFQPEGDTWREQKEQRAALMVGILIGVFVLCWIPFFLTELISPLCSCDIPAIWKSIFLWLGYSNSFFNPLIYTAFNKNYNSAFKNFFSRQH
HTR5A inv ag: counter-screen for OPRM1-OPRD1 inverse agonists: human HTR5A inverse agonism. inhibition, % at 9.3 µM. HTR5A cell line, luminescence. actives 0.083% (n = 340,000); in the data active = inhibition mostly above about 23%, no sharp cut-off; inactive = mostly below about 18%;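 note: 0% = cells with DMSO and 100% = no-cell wells with DMSO; some compounds called inactive have numbers as strong as hits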
DAGLB inhibitor: blocks human DAGLB lipase activity. Q8NCG7. HEK293T DAGLB membrane lysate, EnzChek fluorogenic substrate. inhibition, % at 5.17 µM. actives 0.059% (n = 340,000); in the data active = inhibition above about 34%;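 note: 0% = enzyme with vehicle and 100% = wells lacking enzyme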
Target sequence (Q8NCG7 whole entry, looked up): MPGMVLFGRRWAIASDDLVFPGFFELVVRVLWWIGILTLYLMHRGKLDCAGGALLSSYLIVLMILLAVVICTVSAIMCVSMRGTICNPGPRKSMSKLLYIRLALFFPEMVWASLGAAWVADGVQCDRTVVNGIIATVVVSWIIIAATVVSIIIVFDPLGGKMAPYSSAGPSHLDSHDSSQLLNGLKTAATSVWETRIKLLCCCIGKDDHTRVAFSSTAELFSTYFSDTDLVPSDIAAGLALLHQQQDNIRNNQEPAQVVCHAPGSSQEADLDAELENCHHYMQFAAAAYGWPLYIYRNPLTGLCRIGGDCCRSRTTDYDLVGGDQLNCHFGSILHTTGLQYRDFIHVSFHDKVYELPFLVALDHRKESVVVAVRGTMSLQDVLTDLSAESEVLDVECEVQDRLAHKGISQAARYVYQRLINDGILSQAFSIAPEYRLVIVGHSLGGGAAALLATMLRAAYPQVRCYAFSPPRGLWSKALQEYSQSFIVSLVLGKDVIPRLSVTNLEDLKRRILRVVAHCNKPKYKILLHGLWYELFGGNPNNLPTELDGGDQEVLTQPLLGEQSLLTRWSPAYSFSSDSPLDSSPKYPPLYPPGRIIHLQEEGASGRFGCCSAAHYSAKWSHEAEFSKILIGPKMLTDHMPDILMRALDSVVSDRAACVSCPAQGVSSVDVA
An asterisk follows results filed as active; / = not tested or not shown.

Every second line gives: OPRM1-OPRD1 ag	OPRM1-OPRD1 inv	PKA-R1A act	Pemphigus Ab inh	Arr AP2 block	PKA-R2B activ	V-ATPase pH	HTR5A ag ctr	HTR5A inv ag	DAGLB inhibitor
> CCOCCn1c(=O)c2c(nc3n2CCCN3Cc2ccccc2)n(C)c1=O
 : -1.6	7.3	-1.1	95.7	5.1	0.3	-0.8	2.7	-9.5	1.2
> O=[N+]([O-])c1ccccc1S(=O)(=O)N1CCN(CC2CC3C=CC2C3)CC1 (stereo not drawn)
 : 0.8	-4.8	10.9	115.4	-5.9	-3.5	1.0	-4.0	10.3	-1.3
> N/C(CN1CCCC1=O)=N\O
 : 0.0	-0.1	9.0	94.3	9.9	0.2	1.2	0.9	-2.5	0.9
> CCNC(=O)/C=C/c1ccccc1[N+](=O)[O-]
 : 0.8	-6.1	-0.8	83.3	3.2	-5.1	-1.4	1.4	-3.6	-1.2
> CC(C(c1cccs1)c1c(N)n(C)c(=O)n(C)c1=O)[N+](=O)[O-] (stereo not drawn)
 : -3.9	19.0	-16.8	/	33.0	-4.3	3.1	2.4	7.5	-2.5
> COc1ccc(/C=C/C(=O)CC(O)(c2ccccc2)C(F)(F)F)cc1 (stereo not drawn)
 : 3.8	-20.7	1.0	93.3	2.5	1.6	-0.1	3.1	-25.9	4.4
> CCN(CC)S(=O)(=O)c1ccc(N2CCCC2)c(NC(=O)C2CCCCC2)c1
 : -2.4	12.6	-4.6	99.0	-12.0	4.0	-1.0	4.3	-13.5	-0.5
> Cc1ccccc1Oc1ncccc1C(=O)/C(C#N)=C/N(C)C
 : 1.5	-7.9	-7.5	111.2	-1.2	-3.9	-0.1	-3.2	-10.7	1.3
> O=C(CSc1nc(-c2ccco2)cc(C(F)(F)F)n1)NCCCn1ccnc1
 : 0.6	-3.5	12.6	97.2	5.9	3.6	3.0	2.7	-7.0	-3.8
> CCc1ccc(-c2nc(CS(=O)CC(=O)NCCCN3CCC(C)CC3)c(C)o2)cc1 (stereo not drawn)
 : -1.8	8.9	4.3	100.7	-5.0	-11.3	-0.7	-1.6	-11.0	-0.3
> COc1ccc(O)c(C2NC(CC(C)C)(C(=O)O)C3C(=O)N(Cc4ccccc4)C(=O)C23)c1 (stereo not drawn)
 : -4.4	19.9	4.8	105.8	4.4	2.0	0.2	-2.6	-5.5	-0.9
> CCCCOC(=O)c1nc[nH]c1C(=O)OCCCC
 : -1.6	7.6	-6.4	96.2	-8.0	-6.2	-2.8	5.8	-15.9	4.1
> COc1ccccc1N1CCN(C2CCN(S(=O)(=O)c3ccc4ccccc4c3)CC2)CC1
 : -0.4	2.1	-9.4	115.3	9.5	0.1	1.2	-6.1	12.7	-3.1
> Cc1ccc(N2C(=O)[C@@H]3[C@H](C2=O)[C@H]2C=CC=NN2[C@@H]3C(=O)Nc2ccccc2)cc1
 : -0.8	3.8	4.1	/	9.9	9.2	4.4	-2.2	5.8	0.8
> Cc1ccccc1C(OCC(O)CN1CCC(C(N)=O)CC1)c1ccccc1 (stereo not drawn)
 : 2.6	-21.1	0.2	110.4	-0.4	-2.7	-1.0	12.8	-38.1	-0.8
> COc1cc(NC(=O)CN2C(=O)COc3ccc(S(=O)(=O)N4CCCC4)cc32)cc(OC)c1
 : -2.5	13.7	-10.1	94.3	11.1	-4.8	-2.5	-1.9	-7.7	-1.9
> COc1ccc(Br)cc1C(=O)Nc1cccc(-c2nnc(-c3ccco3)o2)c1
 : -0.4	2.5	-4.2	86.0	25.3	0.6	-1.3	0.1	-2.9	-3.5
> Cc1nn(-c2ccccc2)c(Cl)c1C(=O)NCC(C)c1ccccc1 (stereo not drawn)
 : -1.9	11.9	9.8	95.7	3.2	-6.5	-1.9	-1.8	7.2	-6.4
> CC(C)CCOP(=O)(c1ccc(N(C)C)cc1)C(O)c1c(Cl)cccc1Cl (stereo not drawn)
 : -1.0	4.5	1.5	86.1	5.8	-6.2	-4.7	3.3	-12.9	-0.5
> Cc1ccc(CN2CCCN(Cc3ccc(F)cc3Cl)S2(=O)=O)cc1
 : 5.8	-25.8	-9.1	93.8	2.5	3.0	2.5	-0.5	1.6	-25.6
> COc1ccc(CCNC(=O)CSc2nnc3ccc(-c4ccncc4)nn23)cc1
 : -2.3	12.2	8.6	93.6	-1.6	13.3	-3.7	1.4	-31.0	-0.2
> CCN(c1ccccc1)c1nc(C#N)nc(N(CC)c2ccccc2)n1
 : 4.4	-23.2	-2.3	95.8	-11.8	2.1	-8.2	2.1	22.5	-19.9
> COc1ccc(C)cc1-n1c(-c2ccncc2)n[nH]c1=S
 : -0.6	3.5	-2.0	/	2.3	1.6	1.8	-1.2	9.5	0.9
> CC(=O)Nc1cc(C(=O)c2ccccc2)ccc1N1CCOCC1
 : -2.9	16.1	2.4	109.2	10.6	-0.9	0.3	4.6	-31.5	-0.8
> O=C1CCN(CCc2ccccc2)CCN1[C@H](CSc1ccccc1)c1ccccc1
 : 3.5	-19.7	-2.4	110.7	-2.8	-12.1	2.0	-0.2	16.8	-5.8
> Brc1ccc(/C=N/Nc2ccccc2)cc1
 : -0.9	4.4	5.4	109.9	-9.1	-9.0	1.1	-1.5	11.7	-2.0
> O=Cc1cc2ccccc2nc1SCCCF
 : 1.2	-9.0	-8.8	108.7	-3.2	-6.2	0.5	4.1	-11.6	-2.9
> Cc1cnc(C(=O)OCC(=O)Nc2sc3c(c2C#N)CCC3)cn1
 : -1.1	6.8	8.0	96.9	-1.1	-6.4	-0.5	1.8	-5.3	1.4
> O=c1oc2ccccc2cc1NCc1ccccc1O
 : 2.9	-15.0	5.3	116.4	9.2	-3.0	0.1	2.0	-5.6	-3.4
> O=C(Cc1ccccc1)NNC(=O)c1ccccc1C(=O)O
 : -3.0	15.1	-1.0	105.7	9.9	0.2	4.7	0.0	0.1	-0.8
> Cc1ccc(C(=O)Cn2c(-c3ccccc3)noc2=O)cc1
 : -1.3	6.3	4.0	92.3	2.6	3.3	-2.4	-5.0	12.0	-2.1
> CSc1ccc(C=NNc2ccc(S(=O)(=O)Nc3ccccc3C(=O)O)cc2[N+](=O)[O-])cc1
 : -0.2	1.2	-4.4	72.4*	-13.3	1.9	1.9	-2.9	11.8	11.2
> Cc1ccc(S(=O)(=O)N(C)CCCC(=O)NCc2ccc3c(c2)OCO3)cc1
 : -3.2	13.4	-3.3	/	-8.7	-9.3	-0.3	3.0	-7.7	-0.6
> Cc1cc(C(=O)COc2ccc(C#N)cc2)c(C)n1C1CC1
 : -1.4	7.9	5.8	112.0	3.5	-0.8	3.7	1.9	-4.7	-5.2
> COc1ccc(CCN(C)CC(O)COC(c2ccc(F)cc2)c2ccc(F)cc2)cc1OC (stereo not drawn)
 : 5.4	-24.1	9.6	113.3	11.0	-13.0	-3.7	-2.6	9.4	-0.6
> CCCC(=O)NC(=S)Nc1cccc(C(C)=O)c1
 : -2.1	8.6	6.8	99.1	-14.6	10.6	-3.1	-1.2	-1.1	0.9
> CCc1c(O)nc(SCC(=O)c2ccccc2)n(-c2ccccc2)c1=O
 : -2.2	11.0	-8.6	/	-4.9	-5.0	0.8	2.2	-7.8	-0.1
> CC(C)(C)NC(=O)c1cc(Cl)ccc1[N+](=O)[O-]
 : 0.5	-3.3	-5.0	98.8	5.1	-6.8	-2.6	2.3	5.1	0.5
> COc1ccc(Cc2nnc(NC(=O)c3ccc(F)cc3)s2)cc1OC
 : -1.3	6.5	-7.8	106.6	-4.8	0.3	0.7	-3.1	-18.6	1.5
> CCCC1CC(CCc2ccccc2)OS(=O)(=O)N1 (stereo not drawn)
 : -0.6	3.2	7.9	/	2.0	13.8	0.2	-3.1	1.6	-6.7
> CCCC(C)NC(=O)Cc1ccc(S(=O)(=O)N2CCOCC2)s1 (stereo not drawn)
 : 0.1	-0.3	-4.6	/	0.5	6.0	0.2	-6.4	15.7	-0.4
> S=c1[nH]nc(C2CCCCC2)n1/N=C/c1c(Cl)cccc1Cl
 : 1.3	-7.7	2.6	88.6	-5.2	-11.7	-2.2	0.7	-2.6	-4.5
> O=C(Cc1ccccc1)N1CCN=C1SCc1ccc([N+](=O)[O-])cc1
 : -1.9	9.9	-4.3	102.5	5.9	-2.2	-1.2	-1.8	4.8	0.6
> O=C(NC1CCN(C(=O)Nc2ccccc2Cl)CC1)c1cccc(F)c1
 : 1.7	-10.9	-0.3	97.6	3.8	-15.1	7.1	8.3	-23.6	-1.4
> N#Cc1c[nH]n2c(=O)c3c(nc12)CCC3
 : -2.5	12.8	-10.0	100.0	31.1	-1.5	-0.4	-1.6	4.1	-3.7

An excerpt from above, limited to Arr AP2 block.
SMILES | Arr AP2 block
Cc1ccc(N2C(=O)[C@@H]3[C@H](C2=O)[C@H]2C=CC=NN2[C@@H]3C(=O)Nc2ccccc2)cc1 | 9.9
Cc1ccccc1C(OCC(O)CN1CCC(C(N)=O)CC1)c1ccccc1 (stereo not drawn) | -0.4

The list continues.
Every second line gives: OPRM1-OPRD1 ag	OPRM1-OPRD1 inv	PKA-R1A act	Pemphigus Ab inh	Arr AP2 block	PKA-R2B activ	V-ATPase pH	HTR5A ag ctr	HTR5A inv ag	DAGLB inhibitor
> CCOC(=O)c1sc(NC(=O)C2CC2)cc1C
 : -0.5	2.5	7.1	102.8	10.8	-5.8	2.3	3.6	-10.1	1.6
> COc1cccc(CNC(=O)COc2cccc3c2OC(C)(C)C3)c1
 : -1.4	7.4	-6.7	101.5	-5.6	-18.3	0.5	3.5	-23.7	-6.2
> COC(=O)CCC(=O)OC
 : -2.1	10.5	-2.8	97.2	-4.2	3.5	-4.2	-0.4	26.0	-1.7
> CCNc1nc(SCC(=O)OC)nc(N(C)C)n1
 : -2.2	10.6	-9.7	104.1	13.8	-0.8	-3.3	-0.3	33.9	-0.5
> CNC(=O)C1CC(=O)N(c2ccc(C)cc2)C1 (stereo not drawn)
 : -1.4	7.2	-6.3	99.4	20.7	5.8	1.2	-2.2	-13.7	0.6
> CCCNC(=O)NC(C)C12CC3CC(CC(C3)C1)C2 (stereo not drawn)
 : -0.4	2.4	-3.4	103.7	-0.3	-0.1	-4.1	-0.6	7.2	-0.1
> Cc1ccc(S(=O)(=O)c2nc(S(C)(=O)=O)sc2N2CCC(O)CC2)cc1
 : -2.2	11.8	-5.5	103.8	25.2	-5.5	0.7	4.8	1.7	-1.5
> Cc1c(C(=O)OCCOC(C)C)[nH]c2c1C(=O)CC(c1ccco1)C2 (stereo not drawn)
 : -4.0	20.6	-2.4	110.6	4.4	-3.8	0.0	-5.0	13.9	-1.9
> O=C(COC(=O)c1cc(Br)ccc1O)Nc1ccc2c(c1)OCCO2
 : -0.9	6.1	-6.1	95.0	5.4	-11.9	3.2	1.0	-5.8	-4.1
> Cc1ccc2[nH]c3c(=O)n(CCCN4CCN(C)CC4)cnc3c2c1
 : -2.0	10.8	5.0	100.9	3.2	-9.3	3.1	-3.1	7.9	1.3
